Source: PubChem BioAssay (National Center for Advancing Translational Sciences (NCATS))
KDM5B inh: blocks human KDM5B histone demethylase activity; Q9UGL1; KDM5B demethylase, FDH-coupled NADH fluorescence (FDH is formaldehyde dehydrogenase); Potency, µM (titrated, usually from 57.7 µM), for inactives: top-dose activity change, negative = inhibition, usual class: inhibitors; 220,000 tested, 2.6% active; AID 1347165; active means well fitted inhibition curve with a large enough effect; inconclusive means small, poorly fitted or top-dose-only effect; inactive means no such curve, though single readings can be large or run the other way; further: 0% is about no effect; nearly all actives have a fitted effect of over 70% in size
Target sequence (Q9UGL1 whole entry, looked up): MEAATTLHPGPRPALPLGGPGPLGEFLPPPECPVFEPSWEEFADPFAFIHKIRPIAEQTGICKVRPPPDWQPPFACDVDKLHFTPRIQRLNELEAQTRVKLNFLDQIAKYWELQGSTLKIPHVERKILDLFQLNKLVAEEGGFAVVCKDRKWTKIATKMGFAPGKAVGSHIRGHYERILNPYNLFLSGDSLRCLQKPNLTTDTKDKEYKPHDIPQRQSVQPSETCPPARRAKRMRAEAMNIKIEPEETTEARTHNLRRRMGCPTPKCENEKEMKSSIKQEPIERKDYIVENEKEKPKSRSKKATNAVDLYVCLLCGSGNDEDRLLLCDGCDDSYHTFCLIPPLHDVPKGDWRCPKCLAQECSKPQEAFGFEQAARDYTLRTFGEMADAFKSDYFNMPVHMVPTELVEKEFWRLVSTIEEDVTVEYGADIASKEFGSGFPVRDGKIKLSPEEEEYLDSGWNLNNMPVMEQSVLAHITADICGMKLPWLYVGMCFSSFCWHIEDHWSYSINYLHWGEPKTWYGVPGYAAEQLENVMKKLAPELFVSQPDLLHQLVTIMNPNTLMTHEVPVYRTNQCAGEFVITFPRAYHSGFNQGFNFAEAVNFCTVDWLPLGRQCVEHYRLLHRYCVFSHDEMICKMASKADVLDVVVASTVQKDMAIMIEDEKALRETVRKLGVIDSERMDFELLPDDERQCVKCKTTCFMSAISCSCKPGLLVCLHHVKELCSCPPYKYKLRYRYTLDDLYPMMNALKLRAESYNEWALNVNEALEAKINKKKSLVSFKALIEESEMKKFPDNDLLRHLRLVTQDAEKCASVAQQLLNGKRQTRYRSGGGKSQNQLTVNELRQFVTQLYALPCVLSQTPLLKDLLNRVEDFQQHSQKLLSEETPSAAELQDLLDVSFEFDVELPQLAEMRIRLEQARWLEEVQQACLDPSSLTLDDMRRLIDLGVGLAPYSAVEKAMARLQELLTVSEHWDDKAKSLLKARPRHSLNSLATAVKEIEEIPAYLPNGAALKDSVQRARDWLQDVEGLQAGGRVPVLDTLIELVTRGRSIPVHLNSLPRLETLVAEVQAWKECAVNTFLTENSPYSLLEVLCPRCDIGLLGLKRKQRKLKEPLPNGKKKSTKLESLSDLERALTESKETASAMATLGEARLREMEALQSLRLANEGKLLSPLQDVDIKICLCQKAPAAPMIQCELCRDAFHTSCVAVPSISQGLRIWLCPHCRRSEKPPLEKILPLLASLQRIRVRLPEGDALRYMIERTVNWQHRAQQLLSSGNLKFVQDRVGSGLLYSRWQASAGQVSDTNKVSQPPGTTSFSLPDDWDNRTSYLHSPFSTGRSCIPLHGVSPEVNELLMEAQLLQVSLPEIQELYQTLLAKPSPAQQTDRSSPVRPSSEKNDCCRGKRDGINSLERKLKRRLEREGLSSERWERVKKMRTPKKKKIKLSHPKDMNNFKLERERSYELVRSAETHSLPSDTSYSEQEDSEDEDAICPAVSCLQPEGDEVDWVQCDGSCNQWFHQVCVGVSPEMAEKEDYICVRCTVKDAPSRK
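Measured: NADH fluorescence change, 30 min, RT. System: KDM5BΔAP 200 nM final, H3K4me3 peptide, α-KG, Fe(II), ascorbate, NAD⁺ plus FDH, pH 7.5 HEPES. Compounds: titrated, 10 min pre-incubation with enzyme.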
Starred values were filed as active, the others as inactive; u = inconclusive; & = joins results of further samples; [ ] = dose if it differs, or a comment. Potency means the concentration at half of the fitted maximal effect.

SMILES | KDM5B inh
COc1ccccc1-c1nc(C#N)c(N2CCN(C(=O)c3ccccc3)CC2)o1 | u
N#Cc1nc(-c2ccc(S(=O)(=O)N3CCCCCC3)cc2)oc1N1CCOCC1 | -155.9%
CC1=C[C@@H](CNS(C)(=O)=O)[C@H](C(C)C)C[C@H]1CC(=O)O | -11.6%[86.2 µM]
CCCCOC(=O)C1=CN(Cc2ccccc2)S(=O)(=O)N=C1C | -20.7%
Cc1cc(C)n(CCc2nc3cc(NC(=O)COc4ccc(Cl)cc4)ccc3n2C)n1 | -11.3%
Oc1cccc(CN(Cc2ccsc2)Cc2ccco2)c1 | u
c1cc(-c2n[nH]c(C3CCCCN3)n2)ccn1 (stereo not given) | -16.5%
CCc1cc2c(cc3c(=O)n(CCCC(=O)NCc4cccc(Cl)c4)ncn32)s1 | 4.5%
CCOC(=O)C1CCCN(C(=O)Cn2ncn3nc(-c4cccs4)cc3c2=O)C1 (stereo not given) | -7.3%
Cc1nc([C@@H]2CN(S(=O)(=O)c3ccc4c(c3)CCC4)C[C@H]2C(N)=O)n[nH]1 | -5.8%
O=C(Cc1cccc(F)c1)NCc1nnc2cc(-c3nc(C4CC4)no3)ccn12 | 28.2µM*
Cc1ccn2c(Nc3ccc(C(C)C)cc3)c(-c3cccnc3)nc2c1 | u
Cc1cccc(-c2noc(CNC(=O)c3ccccc3Br)n2)c1 | 3.6%
O=C(c1cccc(C(F)(F)F)c1)N1CCC(c2n[nH]c(=O)n2-c2ccccc2)CC1 | 7.9%
COC(=O)COc1nc(CC(C)C)c2c(c1C#N)CCCC2 | -15.4%
CS(=O)(=O)N[C@H]1C[C@H]2C(=O)NC[C@@H](CCC(=O)N3CCCCC3)N2C1 | -28.4%[86.2 µM]
Cn1nc(C(=O)Nc2nc(-c3ccc[nH]3)cs2)c2ccccc2c1=O | -15.9%
O=C(COc1ccc(F)cc1)Nc1cccc(-c2nnc3n2CCCC3)c1 | 24.2%
CCC(Sc1nc2ncccc2[nH]1)C(=O)Nc1ccccc1F (stereo not given) | -5.7%
Cc1csc(NC(=O)CCc2ncc(-c3c(F)cccc3F)o2)n1 | 10.1%
O=C(O)CCC(=O)N1CCN(c2nc(-c3ccccc3)c3ccccc3n2)CC1 | u
COc1ccc(NC(=O)Cn2c(-c3ccc(Cl)cc3)nc(C)cc2=O)cc1 | -12.4%
COc1ccc(NC(=O)[C@H]2CN(Cc3ccccc3)C[C@H]2C(=O)O)cn1 | u
CCOc1ccc(-c2cc(C(=O)NC3CCCC3)c3ccccc3n2)cc1 | -15.8%
CN1CC(=O)N(CC(=O)N2CCC(Cc3ccccc3)CC2)C1=O | -1.8%
CC(C)(C)C1COc2ccccc2N1C(=O)c1ccccc1Cl (stereo not given) | -3.9%
O=C(CSc1nncn1-c1ccccc1)Nc1cccc(S(=O)(=O)N2CCCCC2)c1 | 7.7%
COc1ccc(CCNC(=O)c2cc(=O)c3cc(C)ccc3o2)cc1OC | 4.1%
CN1CCCCCCN(CC2CCCCC2)[C@H]2CCC[C@H]2C1=O | -11.8%
CN1CCN(c2nc3c(S(=O)(=O)c4ccc(Br)cc4)nnn3c3ccsc23)CC1 | -16.2%
COc1ccc(Nc2ccc(Cl)nn2)cc1 | 38.6%
COc1cccc(CNC(=O)c2c[nH]c3ncccc23)c1 | -9.7%[86.2 µM]
CC(C)CNC(=O)C1c2ccccc2C(=O)N(C2CCCC2)C12CCCC2 (stereo not given) | -13.8%
Cc1ccc2occ(-c3cc(-c4ccc(F)cc4)nc4c3COc3ccc(F)cc3-4)c(=O)c2c1 | 2.5%
Cc1cc(C(=O)CN2CCN(CC(=O)Nc3ccc(F)cc3)CC2)c(C)n1CCc1cccs1 | u
O=C(Cn1c(=O)oc2ccccc21)Nc1ccc(C(=O)O)cc1 | 18.6%
O=C(c1ccc(F)cc1F)N1CCC2(CC1)OCC(C(=O)N1CCCC1)N2C(=O)c1ccco1 (stereo not given) | 1.2%
Cn1c(CCN2CCCCC2)nc2cc(NC(=O)c3ccccc3Cl)ccc21 | 3.9%
Cn1c(=O)c2c(nc(Oc3ccccc3)n2Cc2ccc(F)cc2)n(C)c1=O | 10.6%
CCOCCc1nn2c(=O)cc(COC(=O)c3ccc(NC(=O)C(C)(C)C)cc3)nc2s1 | -29.1%

Some of these compounds in order of the KDM5B inh value, descending.
SMILES | KDM5B inh
COc1ccc(Nc2ccc(Cl)nn2)cc1 | 38.6%
O=C(Cn1c(=O)oc2ccccc21)Nc1ccc(C(=O)O)cc1 | 18.6%
Cc1ccc2occ(-c3cc(-c4ccc(F)cc4)nc4c3COc3ccc(F)cc3-4)c(=O)c2c1 | 2.5%
O=C(c1ccc(F)cc1F)N1CCC2(CC1)OCC(C(=O)N1CCCC1)N2C(=O)c1ccco1 (stereo not given) | 1.2%

Two of the compounds above, with values ahead of the structure:
KDM5B inh,Structure
-1.8%,CN1CC(=O)N(CC(=O)N2CCC(Cc3ccccc3)CC2)C1=O
-3.9%,CC(C)(C)C1COc2ccccc2N1C(=O)c1ccccc1Cl (stereo not given)

Going on with the list.
SMILES | KDM5B inh
Cc1ccc(C)c(CN2CCCN(Cc3ccccc3C)S2(=O)=O)c1 | -17.0%
Cc1cccc(NC(=O)c2cc3cc(Cl)ccc3nc2C)c1 | 1.2%
Cc1oc2cc(OC(=O)c3ccc(S(C)(=O)=O)cc3)ccc2c(=O)c1-c1ccccc1 | u
Cc1cnc(-c2ccccc2)n1CCN | -7.4%
Cc1ccc(NC(=S)NCc2ccc(Cl)cc2)cc1 | 10.0%
COc1cc(/C=N/O)c(Br)cc1OCc1ccccc1 | -28.3%
Cc1ccc(Cn2c(C3CCN(C(=O)COc4cccc(C)c4)CC3)n[nH]c2=O)cc1 | 13.3%
CCc1ccc(NS(=O)(=O)c2ccc3[nH]c4c(c3c2)CCCCCC4)cc1 | u
CCOc1ccc(NC(=O)c2nc3ccccc3nc2N2CCOCC2)cc1 | 60.1%[activator]
Cc1nn(CC(=O)N[C@H](C)c2ccccc2)c(=O)n1-c1ccc2c(c1)OCO2 | -22.1%
Cc1ccsc1CN1CCC2(Cc3ccccc3CNC2=O)C1 (stereo not given) | -15.3%[149 µM]
COC(=O)C(NC=O)C(O)(c1ccc(OC)cc1)C(F)(F)F (stereo not given) | 11.8%
C=CCNC(=O)CNC(=O)NCc1ccc(F)cc1 | 22.0%
Cc1cccc(N2CCN(C(=O)c3ccc4c(c3)N(Cc3cccc(Cl)c3)C(=O)c3ccccc3S4=O)CC2)c1C (stereo not given) | -4.2%
CCCn1c(C)cc(C(=O)COC(=O)c2cc(C)nc3ccccc23)c1C | -13.2%
Cc1ccc(NC2=N[C@H]3[C@@H](O)[C@H](O)C[C@H](C(=O)NCc4cccnc4)[C@H]3S2)cc1 | 3.2%[86.2 µM]
CC(C)c1nnc(NC(=O)C(Oc2ccccc2)c2ccccc2)s1 (stereo not given) | -16.0%
COc1ccc(-c2nc(C3CN(C(=O)Nc4cccc(F)c4)C3)no2)cc1 | -18.1%
CCO[C@H]1CN(C(=O)c2ccc(NS(=O)(=O)CC)cc2)C[C@@H]1O | 1.2%
O=S(=O)(NCc1ccc(N2CCOCC2)nc1)c1ccc(Cl)cc1C(F)(F)F | 5.4%

Reprinted at random: 6 entries already listed, in no set order.
SMILES | KDM5B inh
Cc1nn(CC(=O)N[C@H](C)c2ccccc2)c(=O)n1-c1ccc2c(c1)OCO2 | -22.1%
CCOc1ccc(-c2cc(C(=O)NC3CCCC3)c3ccccc3n2)cc1 | -15.8%
N#Cc1nc(-c2ccc(S(=O)(=O)N3CCCCCC3)cc2)oc1N1CCOCC1 | -155.9%
CCOc1ccc(NC(=O)c2nc3ccccc3nc2N2CCOCC2)cc1 | 60.1%[activator]
Cc1ccc2occ(-c3cc(-c4ccc(F)cc4)nc4c3COc3ccc(F)cc3-4)c(=O)c2c1 | 2.5%
O=C(COc1ccc(F)cc1)Nc1cccc(-c2nnc3n2CCCC3)c1 | 24.2%

Next section:
SMILES | KDM5B inh
COc1ccc(C(=O)NC2CCN(c3cc(-c4ccc(Cl)cc4)[nH]n3)C2)c(OC)c1 (stereo not given) | u
Cc1cc(=O)oc2cc(OCC(=O)Nc3ccc(C(N)=O)cc3)ccc12 | u
Cc1cc(C)c2oc(-c3cccc(NC(=O)COc4ccc([N+](=O)[O-])cc4)c3)nc2c1 | -4.2%&-8.2%
O=C(COC(=O)c1ccc(N2CCCC2=O)cc1)c1ccccc1 | 12.2%
CC(C(=O)NC(C)(C)C)N(c1ccc(F)cc1)S(C)(=O)=O (stereo not given) | -1.7%
C=CCSc1nc2sc3c(c2c(=O)[nH]1)CC(C)(CC)OC3 (stereo not given) | 23.7%
COc1cc(NC(=O)c2cc(=O)c3cc(C)ccc3o2)cc(OC)c1OC | 10.7%
COc1ccc(/C=C/c2nc3ccccc3o2)c(OC)c1OC | -6.7%
COc1ccc2c(c1)c1c(c(=O)n(Cc3ccccc3)c(=O)n1CC(=O)NCc1ccc(C)cc1)n2C | -4.3%
CCOc1ccc(NC(=O)Cn2cc(C(=O)c3ccccc3)c(=O)c3cc4c(cc32)OCCO4)cc1 | -9.3%
CC1CCN(S(=O)(=O)c2ccc3c(c2)N(C)C(=O)CC(=O)N3C)CC1 | u
Cc1ccc(-c2csc(Nc3ccccc3C)n2)cc1 | 3.3%
Cc1cc(C)n(C(C)CC(=O)Nc2cccc(C(F)(F)F)c2)n1 (stereo not given) | -11.6%
O=C1NCCCCCN(C(=O)NC2CCCCC2)[C@H]2CCC[C@@H]12 | 3.1%
Cc1ccc(C(CNC(=O)c2sc3ccccc3c2Cl)N2CCCC2)o1 (stereo not given) | 10.6%
CCOC(=O)C1(C)C=C(Nc2cccc(C)c2)C(=O)N1c1ccccc1 (stereo not given) | u
COc1ccc(CN2Cc3[nH]nc(-c4ccccc4Cl)c3CC2=O)cc1 | -2.5%[86.2 µM]
Cn1cncc1-c1nnc([C@H]2CCN(Cc3cccc(C#N)c3)C2)o1 | -7.1%[86.2 µM]
COCCCNC(=O)C1CCN(c2cnc3nccnc3c2)CC1 | -24.7%
O=C(c1ccc(Cl)cc1Cl)N(CCS(=O)(=O)N1CCCC1)Cc1cccnc1 | u
Cc1ccc(OCC(=O)c2ccc3c(c2)N(C(C)C(=O)NCC2CC2)C(=O)CO3)cc1C (stereo not given) | -18.5%
Cc1ccc(/C=C(/C#N)c2nc3ccccc3[nH]2)cc1 | -27.3%
COc1ccc(Cl)cc1NC(=O)Cn1c(N(C)Cc2ccccc2)nc(C)cc1=O | u
Cc1ccc2[nH]c(=O)c(C3=NN(C(=O)c4cccs4)C(c4ccco4)C3)c(-c3ccccc3)c2c1 (stereo not given) | 1.1%
CC1=C(C(=O)OCC2CCCCC2)C(c2cccc(F)c2F)CC(=O)N1 (stereo not given) | -3.9%
O=C(C1CCN(S(=O)(=O)c2cccs2)CC1)N1CCCCC1 | 20.2%
NNc1cccc(S(=O)(=O)c2cccc(NN)c2)c1 | -34.7%
O=C(Nc1cccc(Cl)c1Cl)c1cc2nc(-c3ccc(Cl)cc3)cc(C(F)(F)F)n2n1 | 6.6%[11.5 µM]
O=C(NCCc1ccncc1)C1CN(C(=O)Cc2ccc(Cl)cc2)CC12CCOCC2 (stereo not given) | 0.9%
Cc1ccc(N(C)C(=O)Cn2ncc3c([nH]c4ccccc43)c2=O)cc1C | u
Cc1ccccc1OCc1nc(C#N)c(N2CCOCC2)o1 | u
Cc1c(C(=O)N2CCCC2)oc2c1-c1nn(CC(=O)NCc3ccccc3F)cc1CC2 | u
COc1ccc(NC(=O)c2c(NCc3sccc3C)sc3c2CCCCC3)c(OC)c1 | 16.0%
O=C(c1ccc2[nH]ncc2c1)N1CCOCC12CCN(CCCc1ccccc1)CC2 | -19.3%[86.2 µM]
COc1cccc(CNC(=O)[C@@H]2C[C@@H](O)CN2C2CCN(C(=O)c3ccco3)CC2)c1 | -14.8%
CCc1ccc(S(=O)(=O)NCc2cccn2Cc2cccc(C)c2)cc1 | u
COCC1CN(C2CCC2)CC12CCN(C(=O)c1nccc3ccccc13)CC2 (stereo not given) | u
COC(=O)c1ccc(NC(=O)Cn2c(C)cc3nc4n(c(=O)c32)CCC4)cc1 | 6.6%
O=C1NCCCCCCN(C(=O)c2cccs2)[C@H]2CCC[C@@H]12 | -6.4%
COc1cc(/C=C(\C#N)c2nc3ccccc3[nH]2)ccc1O | u
Cc1ccc(CN2C(=O)COC[C@H]2C(=O)NC2CC2)cc1 | -2.8%
CCC(C)(C)NC(=O)C(c1cccc(OC)c1)N(C(=O)CNC(=O)c1cccs1)c1cccnc1 (stereo not given) | 11.5%
COCCOc1ccc(-c2nc(C)ccc2OC)cc1 | 25.1µM*
CCc1cccc(NC(=O)N2CCCC(Cn3cnc4cccnc43)C2)c1 (stereo not given) | -4.9%
COc1ccccc1Nc1ncnc2c1nc1n2CCCC1 | -25.1%
COc1ccc(-c2nc3sc(CCNC(=O)Cc4ccc(Cl)cc4)c(C)n3n2)cc1 | -28.5%
COCc1ncc(C)n1CC1CCN(C(=O)C2(c3ccc(OC)cc3)CC2)CC1 | 21.4%
Cc1ccccc1C(=O)NC(C(=O)N1CCCCC1)C1CCN(C(=O)CC(C)(C)C)CC1 (stereo not given) | 22.0%
COCc1noc([C@@H]2CC(F)(F)CN2C(=O)C2(C)CC2)n1 | 15.7%
c1cncc(-c2ccnc(NCC(c3cccnc3)N3CCCCC3)n2)c1 (stereo not given) | 31.6µM*
COc1cccc(C(CC(=O)NCCc2ccc(OC)c(OC)c2)c2c[nH]c3ccccc23)c1 (stereo not given) | -9.1%
CC(C)CCNC(=O)NC(=O)CSc1nc2ccccc2c(=O)n1C1CC1 | 11.1%
CCN(CC)c1ncccc1CNC(=O)c1coc2c1C(=O)CCC2 | u
COc1c(Br)cc(F)cc1NC(=O)Cc1coc2cc(C)c(C)cc12 | 1.8%
CCOc1ccccc1NC(=O)c1nc(SC(C)C)ncc1Cl | -19.4%
Cc1[nH]c2ccccc2c1/C=N/NC(=O)CNC(=O)c1cccs1 | 13.6%

An excerpt; the hit share may differ from the screen's.
